# hIAP block = human IAP inhibition | P09923 | purified IAP, CDP-Star luminescence, 30 min | inhibition, % at 10 µM | 330,000 compounds, 0.12% hits;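 active = inhibition reaching a set limit with compound at 10 µM in the primary screen, cut at about 35% in these data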;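 note: plate controls were DMSO wells with enzyme for no effect and no-enzyme buffer wells for full effect; values of inactives mirror those of a sister screen read the other way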
# Target sequence (P09923 whole entry, looked up): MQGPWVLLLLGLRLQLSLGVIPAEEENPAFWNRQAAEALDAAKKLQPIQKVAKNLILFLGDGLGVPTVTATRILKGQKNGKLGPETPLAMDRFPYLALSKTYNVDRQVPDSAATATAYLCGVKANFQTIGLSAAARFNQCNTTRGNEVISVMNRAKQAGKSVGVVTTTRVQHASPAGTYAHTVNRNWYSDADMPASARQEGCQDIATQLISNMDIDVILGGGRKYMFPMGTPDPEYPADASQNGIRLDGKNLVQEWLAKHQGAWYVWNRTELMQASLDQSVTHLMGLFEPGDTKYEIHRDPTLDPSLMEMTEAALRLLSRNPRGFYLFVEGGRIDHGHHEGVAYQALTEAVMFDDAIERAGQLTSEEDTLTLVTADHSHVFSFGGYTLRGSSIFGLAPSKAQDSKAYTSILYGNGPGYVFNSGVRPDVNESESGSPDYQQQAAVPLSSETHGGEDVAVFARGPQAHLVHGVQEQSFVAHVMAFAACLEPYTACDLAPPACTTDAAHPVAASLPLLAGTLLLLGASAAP
# ATG4B inhibitor = ATG4B (human) cysteine protease inhibition. 340,000 compounds, 0.51% hits. Q9Y4P1. inhibition, % at 8.33 µM. ATG4B cleavage of LC3-PLA2, NBD-HPC fluorescence, 1 h. AID 504462; in the data active = inhibition above about 40%
# MPTP block = permeability transition pore inhibition; isolated mouse mitochondria, Ca2+ swelling absorbance, 30 min; inhibition, % at 10 µM; 360,000 compounds, 1.4% hits; AID 602449;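 active = inhibition of 50% or more, scaled per plate between neutral and stimulator controls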;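 note: 0% = DMSO wells given calcium and 100% = 1 mM EGTA wells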
# mIAP inh = blocks mouse intestinal alkaline phosphatase. 330,000 compounds, 0.2% hits. inhibition, % at 10 µM. purified mouse IAP, CDP-Star luminescence, 30 min;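 active = inhibition of at least 40% at 10 µM in the primary screen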;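 note: plate controls were DMSO with enzyme for no effect and no enzyme wells for full effect; values of inactives mirror those of a sister screen read the other way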
# APOBEC3A inh = blocks human APOBEC3A ssDNA deamination. 330,000 compounds, 0.41% hits. inhibition, % at 20 µM. recombinant A3A, FAM/TAMRA ssDNA deamination fluorescence;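 active = at least 40% inhibition at 20 µM here, with at most 30% in a related deaminase screen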;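 note: plate controls were A3A with DMSO for no effect and wells lacking A3A enzyme for full effect; some results filed as inactive read as strong as hits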
# Target sequence (P31941 whole entry, looked up): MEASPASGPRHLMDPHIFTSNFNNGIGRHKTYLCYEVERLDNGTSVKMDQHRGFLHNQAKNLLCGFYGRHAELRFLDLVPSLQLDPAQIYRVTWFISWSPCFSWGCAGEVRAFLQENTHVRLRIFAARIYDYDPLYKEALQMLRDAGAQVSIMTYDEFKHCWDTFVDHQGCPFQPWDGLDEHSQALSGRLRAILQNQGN
# APOBEC3G inh = inhibitors of human APOBEC3G DNA deaminase. AID 493012. Q9HC16. 330,000 compounds, 0.28% hits. inhibition, % at 20 µM. recombinant A3G, ssDNA deamination FAM/TAMRA fluorescence;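 active = inhibition of at least 40% at 20 µM, with no more than 30% in the related APOBEC3A deaminase screen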;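 note: plate controls were DMSO wells with A3G for no effect and wells lacking A3G enzyme for full effect; some compounds called inactive have numbers as strong as hits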
# mIAP act = mouse IAP activation. 330,000 compounds, 0.24% hits. muIAP, CDP-Star luminescence, 30 min; active compounds read high; 1 = vehicle-only enzyme signal, 0 = enzyme-free wells. activation factor at 10 µM;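 active = activation factor of at least 2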; note: the source names both 10 and 20 µM as test concentration; values of inactives mirror those of a sister screen read the other way
#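 Assay system: mouse IAP enzyme; Reagent: CDP-Star chemiluminescent phosphatase substrate; Compound: DMSO-dissolved test compounds; Incubation: 30 min, room temperature; Technique: luminescence from enzymatic CDP-Star hydrolysis; Controls: DMSO-only wells and no-enzyme negative control.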
# beta cell repl = inducers of beta-cell replication in MIN6 cells; MIN6 cells proliferation, ATPlite luminescence, 48 h; cells starved in 0.2% serum; 100% = growth in 10% serum; proliferation, % at 10 µM; 330,000 compounds, 0.29% hits; AID 2380;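 active = compounds whose signal lies at least 3.5 SD above the mean of all wells on their plate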;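 note: 0% = DMSO-treated cells in low-serum medium and 100% = 10% serum control; some compounds called inactive have numbers as strong as hits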
# hIAP act = human IAP activation; purified human IAP, CDP-Star luminescence, 30 min; active compounds read high; 1 = vehicle-only enzyme, 0 = enzyme-free background; 330,000 compounds, 0.16% hits; P09923; activation factor at 10 µM; AID 2524;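 active = activation factor of the enzyme at least 2-fold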; note: the source names both 10 and 20 µM as test concentration; values of inactives mirror those of a sister screen read the other way
# Active calls of the source: *; . = not tested or not shown; & = joins results of further samples.
SMILES,hIAP block,ATG4B inhibitor,MPTP block,mIAP inh,APOBEC3A inh,APOBEC3G inh,mIAP act,beta cell repl,hIAP act
O=C(CN(C1CCCCC1)C1CCCCC1)N1CCc2ccccc2C1,4,10,1.4,8,-2,-4,0.92,-2,0.96
O=C(c1cc(F)ccc1F)C1CCCN(C(=O)c2ccc3nccnc3c2)C1 (configuration not stated),-10,3,-1.1,1,2,3,0.99,-3,1.1
COc1cc(C2C(C#N)=C(N)Oc3cc(N)ccc32)cc(OC)c1OC (configuration not stated),1,-5,-0.4,1,-4,-4,0.99,-2,0.99
O=C(NCC(=O)N1CCOCC1)c1ccccc1,1,1,0.5,8,-2,-8,0.92,0,0.99
Cc1ccc(CN2C(=O)C(Cc3ccccc3)Nc3ncnc(N4CCCCC4)c32)cc1 (configuration not stated),-5,6,-1.9&0.7,-7,4,23,1.1,-6,1.1
CCOc1nc(-c2ccccc2)ccc1-c1noc(-c2ccncc2)n1,1,-3,3.3,-12,-7,-5,1.1,-3,0.99
CCS(=O)(=O)c1nc(S(=O)(=O)c2ccc(Cl)cc2)c(N2CCc3ccccc3C2)s1,15,4,1.3,6,-1,-4,0.94,0,0.85
Cc1cccc(N(C(=O)c2snc(C(N)=O)c2N)C(C(=O)NC2CCCC2)c2ccc(C)o2)c1 (configuration not stated),-9,-4,1.4,-16,3,6,1.2,-2,1.1
COc1cccc(N=Nc2c(=O)[nH]n3c(=O)c4c([nH]c23)CCC4)c1,-91,4,-0.3,22,20,11,0.78,-2,1.9
CN1CCN(C(=O)c2cn(C)c3ccc(S(=O)(=O)N(C)C4CCCCC4)cc3c2=O)CC1,8,4,-2.3,3,0,-4,0.97,2,0.92
O=C(Cc1ccc(S(=O)(=O)N2CCCC2)s1)N1CCN(c2ccc(F)cc2)CC1,6,-15,-2.0,-1,15,-3,1,-2,0.94
Cc1cc(/C=C2/NC(=O)N(c3ccccc3)C2=O)c(C)n1C(C)C,-8,-6,0.5,3,0,-4,0.97,-2,1.1
COc1ccc(-c2c(NC(=O)c3ccco3)oc3ccccc3c2=O)cc1,-5,6,-0.7,-8,1,1,1.1,-4,1.1
COc1ccc(CCNC(=O)CSCc2n[nH]c(=O)[nH]2)cc1OC,19,-4,0.4,5,-2,-7,0.95,-1,0.81
CC(C)(O)C#Cc1ncc(C(F)(F)F)cc1Cl,8,-6,0.1,-9,-8,-11,1.1,-3,0.92
CC1CCCN(C(=O)COC(=O)C2CCN(S(=O)(=O)c3c(Cl)cccc3Cl)CC2)C1 (configuration not stated),-3,-1,-1.6,1,3,-4,0.99,3,1
Cc1ccc(NC(=S)N(Cc2ccccc2)C(C)C)cc1,-6,-3,4.2,2,3,-1,0.98,-3,1.1
CC(=O)Nc1ccc(NC(=O)c2ccccc2F)cc1,-3,-5,-0.2,0,0,-10,1,1,1
C=CCn1c(SCc2ccccc2)nnc1-c1cccnc1,-18,3,-1.1,5,4,-4,0.95,-1,1.2
CCOC(=O)CCCNC(=O)COC(=O)c1ccc(O)cc1,4,1,-3.0,-4,-4,-2,1,0,0.96

# Shown with two lines to a compound: entries from further up
# Values run as follows: hIAP block, ATG4B inhibitor, MPTP block, mIAP inh, APOBEC3A inh, APOBEC3G inh, mIAP act, beta cell repl, hIAP act
> O=C(CN(C1CCCCC1)C1CCCCC1)N1CCc2ccccc2C1
  4, 10, 1.4, 8, -2, -4, 0.92, -2, 0.96
> Cc1cc(/C=C2/NC(=O)N(c3ccccc3)C2=O)c(C)n1C(C)C
  -8, -6, 0.5, 3, 0, -4, 0.97, -2, 1.1
> COc1cc(C2C(C#N)=C(N)Oc3cc(N)ccc32)cc(OC)c1OC (configuration not stated)
  1, -5, -0.4, 1, -4, -4, 0.99, -2, 0.99
> COc1ccc(-c2c(NC(=O)c3ccco3)oc3ccccc3c2=O)cc1
  -5, 6, -0.7, -8, 1, 1, 1.1, -4, 1.1

# Additional compounds follow:
SMILES,hIAP block,ATG4B inhibitor,MPTP block,mIAP inh,APOBEC3A inh,APOBEC3G inh,mIAP act,beta cell repl,hIAP act
O=C(Nc1ccc(F)cc1)c1sc(Cl)nc1-c1ccccc1,-2,-1,3.7,4,-2,-11,0.96,0,1
COc1cc(C(=O)NCC(=O)N/N=C/c2cccc(OC(=O)c3ccco3)c2)cc(OC)c1OC,-6,-17,1.9,-1,0,-11,1,2,1.1
O=C(NC1CCS(=O)(=O)C1)c1ccc(Br)o1 (configuration not stated),-10,8,-2.4,-1,-4,-10,1,-2,1.1
COc1ccc(/C=C/C(=O)NC2CCCCCCC2)cc1S(=O)(=O)N1CCOCC1,21,-12,0.2,7,0,-2,0.93,0,0.79
O=C(CC1C(=O)NCCN1Cc1cccc(C(F)(F)F)c1)NCCc1cnccn1 (configuration not stated),18,-9,1.2,3,-1,-5,0.97,7,0.82
O=C(NCCC(c1ccccc1)c1ccccc1)c1cccs1,-2,4,7.8,-4,0,-9,1,0,1
Cc1ccc(-c2nnn(CC(=O)N(c3ccccc3F)C(CC(C)C)C(=O)NCC3CCCO3)n2)cc1 (configuration not stated),0,1,2.0,-4,-5,-5,1,-3,1
CN1CCN(C(=O)C2=C[C@H](c3ccc4c(c3)OCO4)C[C@H](OCCCCO)O2)CC1,14,5,-0.7,-3,-3,-5,1,2,0.85
Cc1cc(=O)[nH]c(Nc2ccc(C(=O)OC(C)C)cc2)n1,-3,-6,-1.1,-4,-4,-7,1,-2,1
O=C(O)CCCN1C(=O)C2C3c4ccccc4C(c4ccccc43)[C@@H]2C1=O (some centres not stated),-30,0,0.3,-6,-4,-4,1.1,-3,1.3
Cc1occc1C(=O)N/N=C/c1ccc(-c2cccc([N+](=O)[O-])c2)o1,24,.,-1.3,3,2,1,0.97,-2,0.76
CCSc1c([N+](=O)[O-])c(=O)n(-c2ccccc2)c2ccccc12,14,6,3.0,-2,3,9,1,-3,0.86
Cc1cccnc1NC(=S)Nc1ccc(F)cc1F,3,-2,-1.9,8,2,-4,0.92,0,0.97
O=C(c1ccco1)N1CCN(Cc2ccc(Br)cc2)CC1,12,0,0.0,-1,-6,-6,1,-3,0.88
O=C(Nc1cc2c3c(c1)CC(=O)N3CCC2)c1ccccc1Br,-3,-5,-0.6,-2,8,4,1,-2,1
Cc1ccsc1C(=O)OC(C)C(=O)Nc1ccc(Cl)cn1 (configuration not stated),6,1,-0.4,2,-2,-5,0.98,-4,0.94
COc1ccc(S(=O)(=O)N(C)c2ccc(C(=O)NCCC(C)C)cc2)cc1,-30,1,0.0,-10,-1,-5,1.1,-2,1.3
O=c1cc(CSc2nnc(-c3ccco3)o2)c2ccccc2[nH]1,14,-2,0.5,7,1,22,0.93,-2,0.86
Cc1cc(=O)n2[nH]c(-c3cccc(Cl)c3)cc2n1,-7,-5,0.6,1,-2,-7,0.99,-4,1.1
O=c1[nH]c2ccccc2c2cn(-c3ccccc3)nc12,9,1,0.2,-4,-3,-6,1,-1,0.91
COC(=O)c1ccc(NC(=O)NC2CCCCC2)cc1,-18,9,3.0,-74,1,-4,1.7,6,1.2
O=C(NC(Cc1c[nH]c2ccccc12)C(=O)O)c1ccco1 (configuration not stated),-19,-12,-0.3,-4,-5,-7,1,-4,1.2
O=C(CSc1n[nH]c(=O)n1C1CC1)c1ccc2c(c1)OCCO2,3,-5,4.7,2,4,7,0.98,0,0.97
COc1ccc(Cl)cc1NC(=O)CN(C)CC(=O)Nc1ccc2c(c1)OCO2,-13,-13,-2.7,-6,-1,-13,1.1,2,1.1
Cc1cccc(C)c1NC(=O)CSc1nnc(C2CCCCC2)o1,-9,-3,-0.2,-4,0,-6,1,0,1.1
CCOC(=O)c1cc(-c2ccc(F)cc2)n(CC(=O)NCc2ccccn2)c1C,2,3,1.1,0,-1,-4,0.99,-2,0.98
CCCn1c(SCC(=O)Nc2cccc(Cl)c2Cl)n[nH]c1=O,-13,-9,0.0,-1,9,15,1,-3,1.1
Cc1cccc(C(=O)NNC(=O)c2c(O)c3ccccc3n(C)c2=O)c1,-14,5,2.0,1,4,-5,0.99,-2,1.1
CCOc1cc(S(=O)(=O)N2CCCCC2)ccc1F,22,4,0.4,8,-2,-9,0.92,-3,0.78
O=S(=O)(NCCC1=CCCCC1)c1ccccc1Cl,16,10,-0.2,6,-5,-8,0.94,1,0.84
CN1CCN(C(=S)Nc2ccc([N+](=O)[O-])cc2)CC1,20,-12,-2.2,8,-1,0,0.92,0,0.8
COc1cccc(-n2ccnc2SCC(=O)Nc2nccs2)c1,-7,-6,-2.4,2,-2,-3,0.98,-1,1.1
CCCN1CCC(=O)N([C@H](CSc2ccc(C)cc2)CC(C)C)CC1,-14,-4,-0.1,-6,3,2,1.1,-6,1.1
CCOC(=O)c1sc(NC(=O)CCN2C(=O)c3ccccc3C2=O)c(C(=O)OCC)c1C,-3,3,1.8,2,-3,-6,0.97,0,1
COc1ccccc1N(CC(O)Cn1c(C)nc2ccccc21)S(=O)(=O)c1ccccc1 (configuration not stated),10,-16,1.3,-5,4,1,1,0,0.9
Cc1cc(NC(=O)C(C)C)ncc1NC(=O)CCc1ccccc1,-25,1,-0.6,-2,0,-4,1,-5,1.2
O=C(Cn1cc[n+](CC(=O)c2ccccc2)c1)c1ccccc1,11,2,0.4,-6,2,1,1.1,0,0.89
CCCCOC(=O)n1c(=S)oc2cc(Cl)ccc21,10,8,0.1,6,-3,-5,0.94,-1,0.9
O=C(NCC1CCCO1)C(=O)N/N=C\c1ccc2c(c1)OCO2 (configuration not stated),-1,10,0.2,-8,7,1,1.1,-1,1
CSc1ccc(/C=C2/C(=N)N3N=C(CC(=O)N4CCCC4)SC3=NC2=O)cc1,-15,35,-2.8,8,1,10,0.92,-4,1.1
CC(C)CN(C(=O)COC(=O)CSc1ccc(Br)cc1)C1CCS(=O)(=O)C1 (configuration not stated),-2,-14,-1.2,1,-4,-10,0.99,1,1
O=C(NCC(c1ccco1)N1CCc2ccccc21)C(=O)Nc1ccccc1 (configuration not stated),-12,0,0.5,0,4,-3,1,-4,1.1
COc1ccc(NC(=O)C(NC(=O)OC(C)(C)C)C(C)OCc2ccccc2)cc1 (configuration not stated),30,-15,4.3,-2,-2,-4,1,-4,0.7
OCc1nc2ccccc2n1/N=C/c1cccs1,1,-1,5.1,2,-3,-5,0.98,-1,0.99
COc1cccc(/C=C2\CC(C)Cc3c2nc2ccccc2c3C(=O)O)c1OC (configuration not stated),3,2,-1.0,-4,-2,-4,1,0,0.97
COc1ccccc1C(=O)Nc1cc(C)c(OCC(=O)N2CCOCC2)c(C)c1,2,-6,-1.4,-4,3,-5,1,6,0.98
CSCCC(NC(=O)/C(=C\c1ccco1)NC(=O)c1ccco1)C(=O)O (configuration not stated),20,-2,0.7,5,5,-1,0.95,-2,0.8
COc1ccccc1CNC(=O)COC(=O)C12CC3CC(CC(O)(C3)C1)C2,5,1,-0.7,4,-6,-10,0.96,-1,0.95
O=C(c1cc2c(s1)-c1ccccc1OC2)N1CCN(c2ccccc2)CC1,2,-7,-0.7,11,-6,-9,0.89,-2,0.98
Cc1nnc(NC(=O)c2cccc(S(=O)(=O)N(C)c3cccc(Cl)c3)c2)s1,13,-14,2.5,12,-7,-8,0.88,2,0.87
CCCOc1ccc(CCC(=O)N/N=C/c2ccc([N+](=O)[O-])o2)cc1,-4,-11,17,17,2,-4,0.83,-3,1
O=C(O)C1C2CCC(C2)C1C(=O)NCCC1=CCCCC1 (configuration not stated),-10,-7,-0.6,-6,0,-6,1.1,0,1.1
